Efflux pump inh: inhibitors of Candida efflux pumps in yeast, primary screen, S. cerevisiae, Nile Red, multiplex; S. cerevisiae Candida pump triplex; inhibition, % at 10 µM; actives 0.44% (n = 330,000); AID 485275, 2010;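 active = plate passing quality check with inhibition over a set limit, or well fluorescence over plate mean plus 4 SD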;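 note: Nile Red retained in pooled yeast measured as flow cytometry median fluorescence; 0% = buffer negative control and 100% = Enniatin B positive control; higher means more Nile Red kept so more efflux inhibition; some compounds called inactive have numbers as strong as hits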
JMJD2C inh: inhibitors of GASC-1 histone demethylase, primary screen, biochemical, fluorescence, DELFIA europium; GST-JMJD2C(1-420) H3K9me3 demethylation; inhibition, % at 2.35 µM; actives 0.069% (n = 330,000); AID 2099, 2009;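 active = more than half of a compound's replicate wells show inhibition beyond 50%, single wells judged on their own value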;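 note: signal counts dimethyl H3K9 product captured on neutravidin plate; 0% = median of DMSO wells and 100% = 0.3 times that DMSO median; strong numbers were not always called active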
PREPL inhibitor: PREPL enzyme inhibitors, primary screen, biochemical, fluorescence polarization | actives 0.68% (n = 320,000) | recombinant PREPL, fluorescence polarization activity-based probe | AID 2751, 2010 | inhibition, % at 5.96 µM; in the data active = inhibition above about 43%;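 note: 0% = enzyme with DMSO and 100% = wells lacking enzyme; many of its hits are not listed in these tables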
Target sequence (Q4J6C6 whole entry, looked up): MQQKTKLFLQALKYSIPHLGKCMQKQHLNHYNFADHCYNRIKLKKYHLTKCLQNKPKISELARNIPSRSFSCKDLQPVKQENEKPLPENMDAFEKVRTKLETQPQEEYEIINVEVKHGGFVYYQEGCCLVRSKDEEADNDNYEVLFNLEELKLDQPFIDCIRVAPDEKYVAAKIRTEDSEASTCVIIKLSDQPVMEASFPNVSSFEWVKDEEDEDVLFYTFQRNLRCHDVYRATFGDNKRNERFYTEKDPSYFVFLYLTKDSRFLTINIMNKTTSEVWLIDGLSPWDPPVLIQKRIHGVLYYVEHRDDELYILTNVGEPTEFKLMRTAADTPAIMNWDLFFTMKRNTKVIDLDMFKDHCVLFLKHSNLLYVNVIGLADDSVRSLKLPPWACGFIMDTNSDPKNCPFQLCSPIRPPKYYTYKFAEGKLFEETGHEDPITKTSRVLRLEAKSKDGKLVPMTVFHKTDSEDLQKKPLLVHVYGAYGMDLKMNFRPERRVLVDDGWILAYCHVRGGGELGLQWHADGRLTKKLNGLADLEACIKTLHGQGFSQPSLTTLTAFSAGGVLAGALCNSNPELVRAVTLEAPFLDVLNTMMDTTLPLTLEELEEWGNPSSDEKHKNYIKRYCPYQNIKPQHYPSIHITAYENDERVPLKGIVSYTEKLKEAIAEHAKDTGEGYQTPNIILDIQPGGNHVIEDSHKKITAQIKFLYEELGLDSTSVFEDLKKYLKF
Active calls of the source: *. Some of the compounds tested (hit frequency here may not be typical).

SMILES	Efflux pump inh	JMJD2C inh	PREPL inhibitor
Fc1ccc2cc(-c3ccsc3)ncc2c1	-0.1	-0.9	-32.5
O=C(Cc1cccc([N+](=O)[O-])c1)Nc1ccc(C(=O)N2CCCCC2)cc1	-0.2	-1.0	20.0
O=C(COC(=O)c1cc(S(=O)(=O)N2CCOCC2)ccc1Cl)NCc1ccccc1	-0.4	3.5	1.2
Cc1noc(C)c1NC(=O)Nc1ccc2c(c1)CC(=O)N([C@H](C)CO)C[C@@H](C)[C@H](CN(C)CC1CCCCC1)O2	0.3	22.1	0.1
C=C[C@](C)(CC[C@@]1(C)C(C)CC(OC2OC(C)C(OC3OC(COC(C)=O)C(O)C(O)C3O)C(O)C2O)[C@@]2(C)C(C)=CCCC12)OC1OC(C)C(O[C@@H]2O[C@@H](C)C(O)C(O)[C@H]2O)C(O)C1O (stereo not given in full)	1.4*	17.2	4.0
Cc1nn(CC(=O)NC2(C)CCS(=O)(=O)C2)c(C)c1S(=O)(=O)N(C)C (stereo not given)	0.1	-0.1	8.7
C[C@@H]1CN([C@@H](C)CO)C(=O)c2cccc(NC(=O)c3nc4ccccc4s3)c2O[C@@H]1CN(C)CC1CC1	-0.1	-50.3	29.4
O=C(CN1C(=O)NC2(CCc3ccccc32)C1=O)NCc1cccc(C(F)(F)F)c1 (stereo not given)	0.4	-4.4	12.9
CC(=O)N1CCN(C(=O)c2ccc(Cl)c(S(=O)(=O)N3CCCC3)c2)CC1	0.1	2.4	2.4
O=C(NC1CC1)c1cccc2c1C(=O)c1ccc(N3CCC(Cc4ccccc4)CC3)cc1S2(=O)=O	0.1	-7.5	11.1
C#CCOCCOCCOCCNc1nc(N2CCOCC2)nc(N2CCN(C(=O)[C@H](CCCCN)n3cc(CN)nn3)CC2)n1	-0.3	27.9	7.0
CS(=O)(=O)c1ccc(C(=O)NNC(=O)c2cccs2)cc1	-0.2	0.1	1.3
COCCn1c(C)cc(C(=O)COC(=O)c2ccc(S(=O)(=O)N(C)C)cc2)c1C	0.0	-1.9	29.2
COc1ccc(C(=O)OCC(=O)c2ccc(F)cc2)cc1OC	0.0	5.1	21.1
C[C@H](NC(=O)c1ccccc1)C(=O)OCC(=O)Nc1sccc1C(N)=O	-0.1	-2.3	25.0
CCc1nnc(NC(=O)c2oc3ccccc3c2COC(C)C)s1	0.0	-4.1	15.8
N#Cc1ccc(OCC(=O)NCCCn2ccnc2)cc1	0.0	21.8	10.2
C[C@H](CO)N1C[C@H](C)[C@@H](CN(C)Cc2ccc3c(c2)OCO3)Oc2c(NS(=O)(=O)c3cn(C)cn3)cccc2C1=O	-0.5	10.4	15.5
CCCC1(CCC)NC(=O)N(CC(=O)N2CCc3ccccc32)C1=O	0.1	-7.7	-0.6
C[C@@H]1CN([C@@H](C)CO)C(=O)c2cc(NC(=O)C3CC3)ccc2O[C@@H]1CN(C)Cc1ccc(Cl)c(Cl)c1	0.0	-10.9	28.1
O=C(NCCCn1ccnc1)C1CCN(S(=O)(=O)c2cc([N+](=O)[O-])ccc2Cl)CC1	-0.4	-3.1	47.5*
COc1cccc2sc3cc(NCc4ccc5c(c4)OCO5)ccc3c(=O)c12	0.0	-22.5	30.3
COc1ccc(NS(=O)(=O)c2cc([N+](=O)[O-])ccc2NN=Cc2ccccc2OCC(=O)O)cc1	0.1	4.5	16.9
CC1CCN(C(=O)Cn2cc([N+](=O)[O-])ccc2=O)c2ccccc2S1 (stereo not given)	-0.1	4.1	2.2

One compound at a time (already shown). Screens in order: Efflux pump inh, JMJD2C inh, PREPL inhibitor
CS(=O)(=O)c1ccc(C(=O)NNC(=O)c2cccs2)cc1 as listed: -0.2, 0.1, 1.3
Cc1noc(C)c1NC(=O)Nc1ccc2c(c1)CC(=O)N([C@H](C)CO)C[C@@H](C)[C@H](CN(C)CC1CCCCC1)O2 as listed: 0.3, 22.1, 0.1
O=C(NCCCn1ccnc1)C1CCN(S(=O)(=O)c2cc([N+](=O)[O-])ccc2Cl)CC1 as listed: -0.4, -3.1, 47.5*
COc1ccc(C(=O)OCC(=O)c2ccc(F)cc2)cc1OC as listed: 0.0, 5.1, 21.1
Fc1ccc2cc(-c3ccsc3)ncc2c1 as listed: -0.1, -0.9, -32.5

Continued.
SMILES	Efflux pump inh	JMJD2C inh	PREPL inhibitor
CN(C)CCC=C1c2ccccc2CCc2ccccc21	0.2	-1.1	-3.8
O=C1NC[C@H](c2ccccc2)OC(=O)[C@@H](Cc2ccc(F)cc2)C/C=C\C[C@H]1CC(=O)N(CCO)Cc1ccccc1	0.5	-1.2	12.2
C=CCN(C(=O)COC(=O)c1cc[n+]([O-])cc1)c1nc(-c2ccccc2)cs1	0.1	1.2	9.2
Cc1nn(-c2ccccc2)c(C)c1C(=O)OC(C)C(=O)Nc1ccc(C(N)=O)cc1 (stereo not given)	-0.1	7.4	1.7
N#Cc1cccc(C(=O)Nc2ccc(S(=O)(=O)Nc3nccs3)cc2)c1	0.5	-0.1	22.7
COc1ccc(S(=O)(=O)N(C)C[C@H]2Oc3c(NC(=O)Nc4c(C)noc4C)cccc3C(=O)N([C@H](C)CO)C[C@@H]2C)cc1	-0.2	3.3	27.3
O=C(CC1OC(=O)c2ccccc21)Nc1cc(Cl)ccc1N1CCOCC1 (stereo not given)	0.3	12.4	8.3
Cc1ccc(C(=O)N[C@H](C(=O)NC2CCCCC2)C(C)C)cc1	0.1	5.6	5.0
CCn1c(=O)c(C(=O)CN(C)CC(=O)Nc2cccc(F)c2)c(N)n(Cc2ccccc2)c1=O	-0.6	-0.9	13.3
NC1=NC(=O)/C(=C/c2ccccc2OCC(=O)Nc2ccc(F)cc2)S1	0.0	-3.3	1.2
CCOc1ccc(/C(CCC(=O)O)=N/NC(=O)c2cccc(S(=O)(=O)Nc3ccccc3OC)c2)cc1	-0.1	-2.4	2.3
O=C(CNC(=O)c1ccc(N2CCCC2=O)cc1)Nc1ccc(F)c(F)c1F	-0.1	-2.2	-8.1
C[C@@H]1CN([C@@H](C)CO)C(=O)c2cccc(NS(C)(=O)=O)c2O[C@H]1CN(C)C(=O)Nc1ccc(F)cc1	-0.2	-4.9	4.7
C[C@@H]1CCCCCCCCC(=O)OCCN(C(=O)OC(C)(C)C)[C@H](C)CCCCCCCCC(=O)OCCN1C(=O)OC(C)(C)C	0.2	18.9	1.6
O=C(CN1C(=O)c2ccccc2S1(=O)=O)NCCc1ccc(F)cc1	-0.1	4.2	3.8
CC(C)NC(=O)Nc1ccc2c(c1)C(=O)N([C@H](C)CO)C[C@H](C)[C@@H](CN(C)S(=O)(=O)c1ccccc1)O2	0.0	-26.0	5.6
COc1ccc(NC(=O)N(C)C[C@H]2Oc3ccc(NC(=O)CCC(F)(F)F)cc3C(=O)N([C@H](C)CO)C[C@@H]2C)cc1	0.5	33.4	18.7
O=C(COc1ccc(-c2nnco2)cc1)N1CCOCC1	0.0	-0.2	5.5
Cc1cc(C(=O)NCCN2CCOCC2)c2ccccc2n1	-0.1	13.1	5.7
COc1cc(NC(=O)COC(=O)c2ccc([N+](=O)[O-])s2)cc(OC)c1OC	-0.4	-4.7	8.0
CN(C(=O)CSc1nnnn1-c1ccc(Cl)cc1)C1CCS(=O)(=O)C1 (stereo not given)	0.1	-3.8	0.1
O=C(Cc1ccc(Cl)cc1)OCC(=O)N1CCCCCC1	-0.1	0.6	27.9
Cc1noc(C)c1NC(=O)N(C)C[C@H]1Oc2c(NC(=O)Nc3ccc(C(F)(F)F)cc3)cccc2C(=O)N([C@H](C)CO)C[C@@H]1C	0.0	-4.2	15.2
O=c1[nH]c(O)c(N=Nc2ccc(Cl)c(S(=O)(=O)Nc3ccccc3Cl)c2)c(=O)[nH]1	-0.5	-3.3	11.1
COc1cc(OC)cc(C(=O)N[C@H](C(=O)OCC(=O)Nc2ccc3c(c2)OCO3)C(C)C)c1	-0.1	-4.2	5.2
CS(=O)(=O)c1ccc(C(=O)NNC(=O)c2cc(-c3ccccc3)n[nH]2)cc1	0.1	-3.0	-0.4
COc1ccc(/C=C/C(=O)OCC(=O)NC2CC2)c(OC)c1	-0.2	5.3	13.8
C[C@]12C(=O)N(c3cccc(Cl)c3)C(=O)N1[C@@H]1c3ccccc3OC[C@@H]1[C@H]2c1ccccc1	-0.4	-8.3	-5.7
CNC[C@@H]1Oc2c(NC(=O)Nc3ccccc3)cccc2C(=O)N([C@@H](C)CO)C[C@H]1C	-0.4	50.9*	11.9
Cc1cc(C)n(-c2ccc(C(=O)OCC(=O)Nc3ccc(S(N)(=O)=O)cc3)cc2)n1	0.3	-1.1	9.9
Cc1ccc(-n2ncc3c(=O)[nH]c(SCC(=O)NCC4CCCO4)nc32)cc1 (stereo not given)	0.2	-4.3	7.7
Cc1ccccc1C(=O)NC(CC(C)C)C(=O)NCC(C)(C)N1CCOCC1 (stereo not given)	0.1	-5.1	2.4
Nc1cc(S(=O)(=O)Nc2ccccc2Cl)ccc1N1CCCCC1	0.6	2.0	2.0
O=C(COc1ccccc1[N+](=O)[O-])NCC1(N2CCOCC2)CCCCC1	0.2	0.5	16.6
CC(C)(C)OC(=O)C[C@@H]1C/C=C\C[C@H](CC(=O)NCCO)C(=O)N[C@@H](Cc2ccccc2)COC1=O	0.0	24.1	1.3
Cc1ccc(NC(=O)CN2C(=O)NC3(CCCc4ccccc43)C2=O)c(Cl)c1 (stereo not given)	-0.2	1.5	5.7
CCC/C(C#Cc1ccsc1)=C1/c2ccccc2C(=O)N1c1ccccc1	0.3	14.9	6.9
CN1CCN(NC(=O)c2c(-c3ccccc3)sc3ccccc23)CC1	0.2	10.9	19.6
Cc1cc(C(=O)OCC(=O)Nc2cccc(S(N)(=O)=O)c2)c(C)o1	-0.4	3.8	9.4
Cn1c(N)c(C(=O)COC(=O)c2ccc(-c3ccccc3)cc2)c(=O)n(C)c1=O	0.2	-6.7	37.4
O=C(COC(=O)CNC(=O)C1CCCCC1)Nc1ccc(F)c([N+](=O)[O-])c1	-0.1	5.1	2.0
O=C(Nc1cccc(/C=C/c2ccccn2)c1)c1ccc(-n2cncn2)cc1	0.4	-7.0	-17.7
O=C(CSc1ncccn1)Nc1ccc(Cl)c(S(=O)(=O)N2CCOCC2)c1	-0.1	-1.4	-0.3
CC(C)=CCC/C(C)=C/CC/C(C)=C/COc1ccc2ccc(=O)oc2c1	-0.1	2.6	-1.9
O=C(C[C@H]1C/C=C\CC[C@H](Cc2ccc(F)cc2)C(=O)OC[C@H]2CCCN2C1=O)N[C@@H](CO)Cc1ccccc1	0.3	-0.7	61.1*
Cc1cccc(C)c1NC(=O)CNC(=O)COC(=O)c1ccc(Cl)s1	0.0	-8.3	-6.0
O=C(CSc1ccc2ccccc2n1)NCCCN1CCCC1=O	0.0	-1.9	4.5
COc1ccc(NC(=O)CN(C)C(=O)c2ccc3ccccc3n2)cc1	0.0	-6.8	-0.5

Next section; the last three above are carried over.
SMILES	Efflux pump inh	JMJD2C inh	PREPL inhibitor
Cc1cccc(C)c1NC(=O)CNC(=O)COC(=O)c1ccc(Cl)s1	0.0	-8.3	-6.0
O=C(CSc1ccc2ccccc2n1)NCCCN1CCCC1=O	0.0	-1.9	4.5
COc1ccc(NC(=O)CN(C)C(=O)c2ccc3ccccc3n2)cc1	0.0	-6.8	-0.5
COc1cc(OC)cc(-c2cc3cc(F)ccc3cn2)c1	-0.5	-0.2	4.7
C=CC[C@H](CC(=O)NCCO)C(=O)N[C@H](COC(=O)[C@@H](CC=C)CC(=O)OC(C)(C)C)Cc1c[nH]c2ccccc12	0.0	1.6	1.9
CN(C(=O)CSc1nc(-c2cccs2)nc2ccccc12)C1CCS(=O)(=O)C1 (stereo not given)	0.0	-1.9	0.6
O=C1Cc2cc(S(=O)(=O)NCc3ccc(F)cc3)ccc2N1	-0.2	4.3	24.1
CC(=O)c1cccc(OCC(=O)N(C)CC(=O)NCc2ccco2)c1	0.3	-1.9	1.3
O=C(CNC(=O)c1ccco1)NNC(=O)c1n[nH]c(=O)c2ccccc12	0.1	-7.2	4.7
COc1cccc(/C=C/C(=O)OCC(=O)NC2CCCCCCC2)c1	0.1	3.2	3.0
COc1ccc(NC(=O)c2cc(-c3ccccn3)nc3ccccc23)c(OC)c1	-0.1	7.2	-6.6
Cn1ccc2cc(-c3csc(N4CCC(C(N)=O)CC4)n3)ccc21	-0.1	-36.7	1.8
CC(C)[C@H](NC(=O)c1ccccc1)C(=O)OCC(=O)Nc1ccc(S(=O)(=O)N2CCOCC2)cc1	0.0	1.8	4.7
COc1ccc(NC(=O)N(C)C[C@H]2Oc3ccc(NC(=O)CCN4CCOCC4)cc3C(=O)N([C@H](C)CO)C[C@@H]2C)cc1	-0.5	38.9	-1.2
Cc1csc(SC(C)C(=O)Nc2ccc(F)cc2Cl)n1 (stereo not given)	-0.1	6.3	16.4
CC(=O)Nc1ccc(NC(=O)C(C)Sc2nnc(-c3ccc4c(c3)OCO4)o2)cc1 (stereo not given)	0.0	14.5	-2.0
COC(=O)[C@H](CCSC)NC(=O)Cn1cnc2c(OCc3ccccc3)ncnc21	0.4	15.9	11.5
Nc1cc(C(=O)OCC(=O)NCCC2=CCCCC2)ccc1Cl	-0.1	-1.5	11.2
O=C(OCc1c(-c2ccccc2)ncc2ccccc12)c1ccco1	0.4	4.8	1.0
